Screening results: PubChem BioAssay, Sanford-Burnham Center for Chemical Genomics
SENP8 inh: SENP8 protease inhibition. Q96LD8. purified SENP8, Z-RLRGG-aminoluciferin cleavage, luminescence. inhibition, % at 10 µM. hit rate 1.2% among 330,000. AID 2540
SENP7 inh: blocks the human protease SENP7 | Q9BQF6 | inhibition, % at 5 µM | recombinant SENP7, Z-RLRGG-aminoluciferin luminescence, 40 min | AID 434973 | hit rate 1.5% among 330,000;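 active means inhibition above about 50% at the single test dose, limit read from the data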;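 further: plate controls were DMSO with enzyme for no effect and no enzyme buffer wells for full effect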
Jurkat NFkB inh: lowers PMA/ionomycin-induced NF-kB signal in Jurkat cells; PMA/ionomycin-induced NF-kB luciferase reporter, luminescence; AID 435003; hit rate 0.53% among 330,000; inhibition, % at 4 µM
UBC13 polyUb: human UBC13 polyubiquitination inhibition. hit rate 0.47% among 330,000. UBC13 polyubiquitin chain formation, TR-FRET. inhibition, % at 20 µM. P61088; in the data active means inhibition above about 45%, passing the limit was not always enough
Gli-Sufu block: Gli-Sufu pathway antagonism. inhibition, % at 5 µM. Sufu-KO-LIGHT fibroblasts, Gli luciferase reporter luminescence. hit rate 0.74% among 340,000;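 active means inhibition above about 55%, limit read from the data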;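 further: 0% = DMSO-treated cells and 100% = wells with medium but no cells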
HKDC1 inh: inhibitors of human hexokinase HKDC1. Q2TB90. recombinant HKDC1, G6PDH/diaphorase resazurin coupled fluorescence. inhibition, % at 20 µM. hit rate 0.16% among 340,000;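 active means inhibition above about 35% when tested at 20 µM, limit read from the data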;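 further: plate controls were DMSO wells with enzyme for no effect and DMSO wells lacking enzyme for full effect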
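test system = in-house recombinant HK5 (HKDC1) enzyme | amount = HKDC1 at 5 µg/mL | control set = DMSO-enzyme wells negative, buffer-substituted wells positive | compound = one dose of 20 µM, 1% DMSO | schedule = reaction time 90 min, room temperature, protected from light | technique = resorufin fluorescence at 613 nm | reagent = glucose with 1 mM ATP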
Apaf-1 inh: inhibitors of human Apaf-1 apoptosome; O14727; reconstituted apoptosome caspase-3 activity, DEVD-Rh110 fluorescence; inhibition, % at 20 µM; hit rate 0.71% among 330,000; active means inhibition of at least 40% at 20 µM;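 further: plate controls were DMSO wells for no effect and DEVD-CHO caspase inhibitor wells for full effect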
Target sequence (O14727 whole entry, looked up): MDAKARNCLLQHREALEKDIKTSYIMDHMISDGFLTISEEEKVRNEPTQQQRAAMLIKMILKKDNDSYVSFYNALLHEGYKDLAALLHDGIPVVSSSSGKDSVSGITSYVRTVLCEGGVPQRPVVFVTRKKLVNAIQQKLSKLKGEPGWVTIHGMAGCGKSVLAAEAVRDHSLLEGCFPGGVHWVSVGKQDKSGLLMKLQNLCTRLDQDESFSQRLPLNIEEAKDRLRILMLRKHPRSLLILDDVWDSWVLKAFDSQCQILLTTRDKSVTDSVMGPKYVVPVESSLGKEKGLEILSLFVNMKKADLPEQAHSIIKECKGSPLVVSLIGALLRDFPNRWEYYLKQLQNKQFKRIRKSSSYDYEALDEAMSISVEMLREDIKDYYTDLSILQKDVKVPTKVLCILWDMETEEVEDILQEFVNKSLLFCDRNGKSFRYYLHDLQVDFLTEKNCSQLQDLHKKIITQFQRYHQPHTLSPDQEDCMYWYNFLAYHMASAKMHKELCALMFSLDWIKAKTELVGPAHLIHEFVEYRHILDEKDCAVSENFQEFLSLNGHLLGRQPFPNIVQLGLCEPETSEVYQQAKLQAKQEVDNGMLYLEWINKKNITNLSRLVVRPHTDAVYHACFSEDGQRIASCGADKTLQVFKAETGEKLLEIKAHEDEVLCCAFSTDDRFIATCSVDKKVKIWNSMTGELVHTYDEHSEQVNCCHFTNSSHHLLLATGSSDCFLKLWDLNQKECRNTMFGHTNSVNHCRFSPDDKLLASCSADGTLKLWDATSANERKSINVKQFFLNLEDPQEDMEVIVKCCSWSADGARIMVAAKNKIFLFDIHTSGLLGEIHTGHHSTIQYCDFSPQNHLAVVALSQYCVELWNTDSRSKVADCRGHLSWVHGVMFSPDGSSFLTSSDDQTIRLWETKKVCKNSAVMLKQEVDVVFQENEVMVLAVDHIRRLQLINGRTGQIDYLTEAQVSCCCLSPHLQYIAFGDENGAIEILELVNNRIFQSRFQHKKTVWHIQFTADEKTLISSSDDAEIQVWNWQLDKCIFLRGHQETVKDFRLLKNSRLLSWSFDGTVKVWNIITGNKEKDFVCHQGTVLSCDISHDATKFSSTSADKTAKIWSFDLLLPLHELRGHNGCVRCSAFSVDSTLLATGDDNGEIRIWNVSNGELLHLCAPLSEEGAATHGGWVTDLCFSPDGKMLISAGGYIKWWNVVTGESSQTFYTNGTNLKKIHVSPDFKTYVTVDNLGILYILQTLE
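System: Apoptosome proteins | Medium: Hepes pH 7.5 with detergent and BSA | Also added: Cytochrome c trigger plus (Z-DEVD)2-Rh110 caspase-3 substrate | Incubation: 30 min compound preincubation, 50 min activation, room temperature | Detection: Rhodamine 110 fluorescence at Ex 480/Em 540 nm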
697 NFkB inh: inhibitors of the PMA/ionomycin-induced NF-kB reporter in 697 B cells; 697 B-cell NF-kB luciferase reporter, 16 h; inhibition, % at 4 µM; hit rate 0.33% among 330,000; in the data active means inhibition above about 35%
Numbers without * were called inactive; . = no result given. Unless noted, no stated cut-off is given here; in the data, active means inhibition above about 50%; inactive means the rest.

SMILES | SENP8 inh | SENP7 inh | Jurkat NFkB inh | UBC13 polyUb | Gli-Sufu block | HKDC1 inh | Apaf-1 inh | 697 NFkB inh
COC(=O)c1ccc(NC(=O)CCc2nnc3ccc(NCc4ccco4)nn23)cc1 | -7.9 | -1.2 | -13.9 | -10.0 | -5.6 | 0.2 | -2.5 | -10.7
Cc1noc(C)c1C(=O)NCC1COc2ccccc2O1 (configuration not stated) | 1.2 | 3.9 | -7.3 | 8.7 | 3.8 | -2.9 | 4.6 | 5.7
Cc1ccc(N(C)S(=O)(=O)c2cccc(C(=O)NC3=NCCS3)c2)cc1 | -1.6 | -2.1 | 11.0 | -1.4 | 11.1 | 0.5 | 13.0 | 2.9
O=C(c1ccc(F)cc1)N1CCC(C(=O)N2CCN(c3ncccn3)CC2)CC1 | -3.9 | 14.2 | -9.2 | 8.0 | -6.4 | -5.3 | -2.7 | -4.8
Cc1ccc(NC(=O)c2ccc(CSc3nnnn3C)cc2)cc1 | -0.5 | 6.9 | -107.8 | 0.1 | -26.7 | 3.3 | -0.7 | -75.4
COc1ccc(N2CCN(C(=O)CCCC3=NS(=O)(=O)c4ccccc4N3)CC2)cc1 | -2.9 | 3.4 | -11.3 | 7.0 | -6.0 | -3.7 | 6.2 | -2.6
O=C(O)c1cccc(N2C(=O)c3cc4cccc(Br)c4cc3C2=O)c1 | -9.6 | -13.8 | -10.9 | -13.2 | 9.6 | 2.0 | 10.8 | -2.4
Cc1ccnc(NS(=O)(=O)c2ccc(NS(=O)(=O)c3ccccc3)cc2)n1 | 6.1 | -2.3 | 7.5 | 3.9 | 0.4 | 1.2 | 18.1 | 10.8
Cc1cc2c(NCC(C)O)ncnc2s1 (configuration not stated) | -1.2 | -4.2 | -7.3 | -7.3 | 19.3 | 1.2 | 5.1 | -19.6
CC1CCC(NC(=O)CCNS(=O)(=O)c2ccccc2)CC1 (configuration not stated) | 6.6 | -2.1 | 7.0 | -6.1 | -26.2 | -3.1 | -1.6 | -1.4
Cc1ccc(-n2nc(C)c3c2OC(N)=C(C#N)C3c2ccc(F)cc2)cc1 (configuration not stated) | 2.6 | 12.0 | -4.2 | -3.5 | 1.4 | -5.9 | 2.5 | 11.0
O=C(NCc1ccccc1)/C(=C/c1ccc([N+](=O)[O-])cc1)NC(=O)c1ccco1 | -6.3 | 7.0 | -10.6 | -7.1 | 3.8 | -3.6 | 5.9 | 1.5
C/C(Sc1nnc(Cc2ccccc2)o1)=C(/O)c1ccccc1 | 3.9 | -7.4 | 5.1 | 4.6 | 1.8 | -3.8 | -25.9 | 33.0
CNC(=O)C1=C(C)n2c(nc3ccccc32)NC1c1ccc(OC)cc1 (configuration not stated) | -0.8 | 6.4 | -2.9 | -4.5 | -4.8 | -6.5 | 9.3 | -53.8
COc1ccc(OC)c(N2CC(O)=C(c3nc4ccccc4s3)C2=N)c1 | 0.4 | -4.4 | 2.8 | -7.7 | 10.1 | 3.1 | 10.7 | 4.2
O=C(CNCC1CCCO1)N1CCCCCC1 (configuration not stated) | -15.6 | -1.8 | 4.5 | -4.1 | -2.3 | 15.4 | 10.2 | 5.3
Cc1ccc2nc3c(cc(S(=O)(=O)c4ccccc4)c(=N)n3Cc3ccco3)c(=O)n2c1 | 6.9 | 3.0 | -86.1 | 5.0 | 50.7 | 0.9 | 9.4 | -109.4
COc1ccc(C(=O)Nc2ccc3c(c2)CCCN3C(=O)c2cccs2)c(OC)c1 | -8.1 | 10.6 | -17.8 | 0.2 | -5.7 | -2.1 | 14.7 | -7.4
CC(C(=O)Nc1ccccc1Br)N1c2cccc3cccc(c23)S1(=O)=O (configuration not stated) | 3.8 | -4.0 | 7.4 | 14.0 | 0.7 | 3.1 | 4.2 | 3.2
O=C(CCNS(=O)(=O)c1ccc(Br)cc1)NCC1CCCO1 (configuration not stated) | 8.5 | -0.1 | -2.2 | 1.5 | 6.3 | -4.4 | -11.4 | 10.0
CCOC(=O)C1=C(C)NC(C)=C(C(=O)OCC)C1C(=O)OCC(=O)NCc1ccc(F)cc1 | 5.0 | -2.1 | 3.8 | 10.1 | 5.0 | -3.4 | 10.4 | -3.7
CCCC(=O)Nc1c(-c2ccccc2Cl)c(=O)c2ccccc2n1C | 2.8 | 2.9 | -26.7 | 3.2 | 4.4 | 3.9 | 1.0 | 18.5
CC(C)c1cc(-c2cc(C(=O)NCc3ccccc3)on2)nc(NC2CCCC2)n1 | 6.7 | -9.6 | 11.6 | 14.8 | -3.7 | 2.5 | 8.1 | 15.8
O=C1CSC(c2ccccc2F)N1CCN1CCCCC1 (configuration not stated) | 3.4 | 3.3 | -6.2 | 12.0 | 3.6 | -1.8 | -9.6 | 16.1
C=CCOC(=O)c1ccc(-n2cncn2)nc1 | -8.2 | -1.4 | -4.0 | 8.5 | 0.0 | -5.6 | -4.7 | -11.1

Nothing new here: an excerpt of the list.
SMILES | SENP8 inh | SENP7 inh | Jurkat NFkB inh | UBC13 polyUb | Gli-Sufu block | HKDC1 inh | Apaf-1 inh | 697 NFkB inh
O=C(CCNS(=O)(=O)c1ccc(Br)cc1)NCC1CCCO1 (configuration not stated) | 8.5 | -0.1 | -2.2 | 1.5 | 6.3 | -4.4 | -11.4 | 10.0
CCOC(=O)C1=C(C)NC(C)=C(C(=O)OCC)C1C(=O)OCC(=O)NCc1ccc(F)cc1 | 5.0 | -2.1 | 3.8 | 10.1 | 5.0 | -3.4 | 10.4 | -3.7
CCCC(=O)Nc1c(-c2ccccc2Cl)c(=O)c2ccccc2n1C | 2.8 | 2.9 | -26.7 | 3.2 | 4.4 | 3.9 | 1.0 | 18.5
CC(C)c1cc(-c2cc(C(=O)NCc3ccccc3)on2)nc(NC2CCCC2)n1 | 6.7 | -9.6 | 11.6 | 14.8 | -3.7 | 2.5 | 8.1 | 15.8
O=C1CSC(c2ccccc2F)N1CCN1CCCCC1 (configuration not stated) | 3.4 | 3.3 | -6.2 | 12.0 | 3.6 | -1.8 | -9.6 | 16.1
C=CCOC(=O)c1ccc(-n2cncn2)nc1 | -8.2 | -1.4 | -4.0 | 8.5 | 0.0 | -5.6 | -4.7 | -11.1

More compounds:
SMILES | SENP8 inh | SENP7 inh | Jurkat NFkB inh | UBC13 polyUb | Gli-Sufu block | HKDC1 inh | Apaf-1 inh | 697 NFkB inh
O=C(N/N=C/c1ccccc1)c1ccc2c(c1)OCO2 | -2.4 | 19.4 | -83.0 | -5.2 | -79.6 | -7.5 | -6.6 | -103.5
Cc1ccc(S(=O)(=O)NCC(=O)OCC(=O)Nc2ccc3c(c2)OCCO3)cc1 | 5.6 | 6.3 | 3.0 | 0.4 | -6.1 | 2.7 | -9.0 | 18.0
COc1cccc(CNC(=O)CCC2CCCN(C(=O)c3ccoc3C)C2)c1 (configuration not stated) | 3.1 | 10.1 | -2.3 | 9.7 | -17.8 | -1.0 | -26.8 | -6.8
O=C1Nc2ccc(Cl)cc2[C@@](C#CC2CC2)(C(F)(F)F)O1 | 7.7 | 0.5 | -2.9 | 12.8 | . | . | 13.1 | 4.1
CC(C)OCCCNC(=O)CN1C(=O)/C(=C/c2ccccc2F)Oc2ccccc21 | 1.6 | -0.7 | -2.6 | 1.0 | -0.1 | -3.6 | 11.0 | 12.6
COc1cc(/C=C2/C(=N)N3N=C(CC(=O)N4CCOCC4)SC3=NC2=O)ccc1OCc1ccccc1F | -4.3 | -1.3 | -13.0 | -8.8 | -10.5 | 0.2 | 2.3 | 5.7
Cc1cccc(OCc2nc(C#N)c(N3CC(C)CC(C)C3)o2)c1 (configuration not stated) | -2.3 | 1.4 | -1.2 | 5.4 | 34.4 | 4.7 | 21.3 | 1.0
CCN(CC)C(=O)COC(=O)C1=NN(c2cc(C)ccc2C)C(=O)CC1 | -3.2 | 4.2 | 3.7 | -2.2 | -4.6 | -4.6 | 4.0 | 14.7
C/C(=N/NC(=O)c1sc(NS(=O)(=O)c2ccccc2)nc1C)c1ccccc1 | 2.9 | 4.7 | 1.0 | -6.0 | 0.3 | -6.0 | 6.1 | 6.1
O=C(N/N=C/c1ccc(OC(=O)c2cccs2)cc1)c1cccc(F)c1 | 2.6 | 72.4* | -30.7 | 1.1 | -36.2 | 34.2 | -1.5 | -43.2
NC(=O)[C@@H]1CCCNc2c(I)cc([N+](=O)[O-])cc2C(=O)N[C@@H](CO)C(=O)NCC(=O)N1 | -3.1 | 3.0 | 8.0 | -11.1 | -4.8 | -2.2 | 31.5 | 3.1
COC(=O)c1cn(CCOc2ccc(C)cc2)c2ccccc12 | -1.8 | 1.1 | 2.1 | 7.7 | 5.2 | -1.4 | 8.3 | 2.6
COc1ccc(C(=O)Oc2cccnc2)cc1OC | -10.7 | 2.6 | -4.3 | 3.4 | 1.2 | 2.4 | 1.2 | -14.3
O=C(NC1(C(F)(F)F)NC(=O)N(Cc2ccccc2)C1=O)c1cccs1 (configuration not stated) | -4.7 | -8.2 | -37.3 | -24.8 | 3.2 | 1.4 | 17.0 | -48.2
Cc1ccc(S(=O)(=O)N2CCN(CCc3ccccc3)CC2)c(C)c1 | 10.8 | 5.1 | 22.6 | -0.2 | 7.1 | -3.2 | 15.3 | -12.1
COC(=O)c1ccc(CNC(=O)COC(=O)c2ccccc2-c2ccccc2)cc1 | -2.1 | 8.3 | 17.4 | 3.1 | 3.3 | 3.7 | 24.4 | 2.0
C=CCn1cccc(C(=O)Nc2ccc(OC)cc2OC)c1=O | -3.2 | -6.5 | 8.9 | 0.4 | -6.5 | -7.8 | 0.2 | -1.0
CCOC(=O)N1CCN(Cc2nc3c(c(=O)n(C)c(=O)n3C)n2Cc2cccc3ccccc23)CC1 | -0.6 | 5.5 | -4.5 | 7.0 | -34.6 | -7.6 | 11.3 | 19.1
Cc1cccc(NC(=O)CSc2nnc(CSc3nc(C)cc(C)n3)o2)c1 | -1.8 | -1.9 | -2.1 | 4.5 | -4.0 | -3.8 | -3.8 | 15.2
Cc1cc(C)n(CC(=O)c2ccccc2)c(=O)c1C#N | 10.0 | 2.4 | 8.8 | -4.5 | 1.1 | -0.7 | -8.6 | 15.8
COC(=O)Cc1c(C)c2c(OCc3nn[nH]n3)cc(C)cc2oc1=O | -1.1 | -3.5 | 19.6 | 17.2 | -4.8 | 2.9 | -8.1 | 11.7
COc1ccccc1N1CCN(Cc2nc3ccccc3[nH]2)CC1 | -7.9 | -6.5 | -18.1 | -8.1 | 24.4 | -7.0 | 6.2 | -23.3
NC1=NC[C@H](c2ccccc2)N1CCc1cc(C(F)(F)F)cc(C(F)(F)F)c1 | -4.0 | 0.4 | 71.0* | 80.4* | 20.8 | -3.2 | 54.3* | -17.0
Cc1ccc(N2C(=O)C3C(C2=O)N2CCCN2C3c2ccccc2)cc1C (configuration not stated) | 5.5 | 1.8 | 16.1 | -1.8 | 3.3 | -8.3 | -3.0 | 13.9
O=C(Oc1ccc(F)cc1)N1CCOCC1 | -2.7 | 7.0 | 0.7 | -7.6 | 19.1 | -6.0 | -4.5 | -1.8
(more compounds)
SMILES | SENP8 inh | SENP7 inh | Jurkat NFkB inh | UBC13 polyUb | Gli-Sufu block | HKDC1 inh | Apaf-1 inh | 697 NFkB inh
Cc1cccc(C(O)(C(=O)NNc2ccc3ccccc3n2)c2cccc(C)c2)c1 | -0.9 | 2.6 | 11.1 | -10.9 | -3.2 | -6.2 | 16.6 | -14.0
CCn1c(C)nc2cc(C(=O)NNS(=O)(=O)c3ccc(C)cc3C)ccc21 | -0.1 | 2.9 | -0.5 | 9.4 | -0.2 | -3.0 | -15.0 | 13.4
CCn1c(CNC(=O)c2ccco2)nnc1SCC(=O)c1ccc(OC)cc1 | 1.9 | 10.9 | 7.3 | -3.4 | -12.3 | -7.8 | 2.9 | -10.0
CCC(C)Nc1nc2ccccc2n2c(C)nnc12 (configuration not stated) | 6.8 | 1.7 | -22.6 | -0.6 | 3.1 | -6.2 | 4.0 | 0.0
CCC(=O)N/N=C/c1ccc(OS(=O)(=O)c2ccccc2)cc1 | -14.3 | 1.0 | -5.4 | 0.5 | -9.1 | -7.8 | -0.4 | 17.8
Cc1ccc2nc(-c3ccc(NC(=O)CN4CCN(c5ccccn5)CC4)cc3)sc2c1 | -2.2 | 7.3 | -79.1 | 1.3 | -95.9 | 0.8 | 0.7 | -289.6
